AHR act: activates the human aryl hydrocarbon receptor; hit rate 2.5% among 320,000; activation, % at 5 µM; AHR-responsive luciferase reporter cells, luminescence; P35869; in the data active means activation above about 47%;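 further: 0% = vehicle wells and 100% = reference agonist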
Target sequence (P35869 whole entry, looked up): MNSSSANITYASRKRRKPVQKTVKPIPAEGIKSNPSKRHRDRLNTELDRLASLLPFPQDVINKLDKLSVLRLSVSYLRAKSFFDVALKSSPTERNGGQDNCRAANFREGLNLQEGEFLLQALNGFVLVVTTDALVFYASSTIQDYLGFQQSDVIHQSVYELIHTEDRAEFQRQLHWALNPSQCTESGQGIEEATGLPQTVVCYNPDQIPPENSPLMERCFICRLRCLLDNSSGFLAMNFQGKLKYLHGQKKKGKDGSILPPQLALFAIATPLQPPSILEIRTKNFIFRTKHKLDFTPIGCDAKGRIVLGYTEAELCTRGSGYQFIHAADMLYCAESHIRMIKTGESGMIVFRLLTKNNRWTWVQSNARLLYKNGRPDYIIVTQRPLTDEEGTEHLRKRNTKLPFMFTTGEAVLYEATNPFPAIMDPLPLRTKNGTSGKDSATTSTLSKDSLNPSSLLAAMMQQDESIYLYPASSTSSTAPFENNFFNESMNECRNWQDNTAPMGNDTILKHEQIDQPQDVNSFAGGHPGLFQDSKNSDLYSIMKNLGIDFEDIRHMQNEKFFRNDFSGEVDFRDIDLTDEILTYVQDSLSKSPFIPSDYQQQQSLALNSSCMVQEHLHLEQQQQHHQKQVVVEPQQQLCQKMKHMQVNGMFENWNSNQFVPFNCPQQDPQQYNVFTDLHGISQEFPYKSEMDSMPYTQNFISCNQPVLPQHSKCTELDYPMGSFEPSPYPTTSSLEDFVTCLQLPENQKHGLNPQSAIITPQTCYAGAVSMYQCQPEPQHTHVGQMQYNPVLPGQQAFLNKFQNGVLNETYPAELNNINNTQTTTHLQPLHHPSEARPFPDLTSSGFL
pPAFAH FP inh: inhibitors of human plasma PAF acetylhydrolase (pPAFAH) | Q13093 | recombinant pPAFAH, FP-rhodamine probe fluorescence polarization | inhibition, % at 3.39 µM | hit rate 1.5% among 330,000 | AID 463082;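 active means inhibition above the mean inhibition across the screen plus 3 SD, cut at about 25% in these data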;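 further: inhibitors block binding of the rhodamine activity-based probe so polarization drops; 0% = enzyme with DMSO and 100% = wells lacking pPAFAH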
BCLXL inh: Bcl-xL (human) inhibition. Q07817. GST-Bcl-xL / FITC-Bim BH3 peptide fluorescence polarization. inhibition, % at 10.9 µM. hit rate 0.7% among 320,000;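 active means inhibition above the mean of all tested compounds plus 3 SD, cutoff set per campaign, cut at about 30% in these data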;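 further: 0% = DMSO wells and 100% = unlabeled Bim-BH3 peptide competitor; inhibitors lower millipolarization by displacing the labeled peptide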
Target sequence (Q07817 whole entry, looked up): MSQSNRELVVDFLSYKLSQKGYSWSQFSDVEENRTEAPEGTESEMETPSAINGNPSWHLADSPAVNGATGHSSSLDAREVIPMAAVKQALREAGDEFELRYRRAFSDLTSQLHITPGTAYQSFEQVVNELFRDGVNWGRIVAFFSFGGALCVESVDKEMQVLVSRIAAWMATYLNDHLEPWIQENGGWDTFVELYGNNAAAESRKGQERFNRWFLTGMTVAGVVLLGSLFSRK
Fam108B counter: counter-screen for RBBP9 inhibitors: inhibitors of mouse Fam108B; recombinant Fam108B, FP-Rh probe fluorescence polarization; inhibition, % at 9.51 µM; hit rate 0.33% among 300,000;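 active means inhibition above the screen mean inhibition plus 3 SD, computed separately per campaign, cut at about 18% in these data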;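 further: inhibitors lower polarization as less probe binds the enzyme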
GLD-1 TGE inh: GLD-1-TGE RNA interaction inhibition (C. elegans). Q17339. purified GLD-1 + fluorescein TGE RNA, fluorescence polarization. inhibition, % at 5.96 µM. hit rate 0.44% among 320,000;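 active means percent inhibition above a per-plate cutoff, the plate mean of test compounds plus 3 SD, cut at about 30% in these data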;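 further: 0% = DMSO wells with GLD-1 and probe and 100% = wells lacking GLD-1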
PAFAH1B2 FP inh: inhibitors of human PAFAH1B2 | recombinant PAFAH1B2, FP-rhodamine activity probe, fluorescence polarization | AID 492953 | P68402 | hit rate 1.2% among 340,000 | inhibition, % at 3.39 µM;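 active means inhibition above the mean of all tested compounds plus 3 SD, cut at about 24% in these data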;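 further: 0% = enzyme with DMSO and 100% = wells lacking PAFAH1B2; many of its hits are not listed in these tables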
MEX-5 binding: C. elegans MEX-5 TCR-2 RNA binding activity. activity score (negative = inhibition of binding), % at 10 µM. hit rate 0.38% among 300,000. MEX-5/FITC-TCR2 RNA binding, fluorescence polarization; stronger effect = lower value;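 active means inhibition past about -25% in most replicates, and total fluorescence under double the plate's negative control median, limit read from the data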;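 further: 0% = DMSO and -100% = 5 µM competing unlabeled TCR2 RNA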
PME-1 inh: PME-1 (human) inhibition; inhibition, % at 5.9 µM; hit rate 0.53% among 320,000; Q9Y570; recombinant PME-1, FP-Rh probe fluorescence polarization; AID 2130;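 active means inhibition above the campaign mean of all compounds plus 3 SD, cut at about 26% in these data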;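 further: competitive labeling of PME-1 active site by serine hydrolase directed probe; 0% = PME-1 with DMSO and 100% = wells lacking PME-1 enzyme; inhibitors block probe labeling so polarization falls and inhibition rises; many of its hits are not listed in these tables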
MCL1-BIM inh: disrupts human MCL1 binding to BIM-BH3 peptide; inhibition, % at 10.9 µM; GST-MCL1 / FITC-Bim-BH3 fluorescence polarization; hit rate 0.68% among 320,000;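 active means inhibition above the mean inhibition of all tested compounds plus 3 SD, set per campaign, cut at about 40% in these data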;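 further: 0% = DMSO wells and 100% = unlabeled Bim-BH3 peptide control; higher means more loss of mP so more displacement of Bim peptide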
Numbers without * were called inactive; . = no result given. This is a subset; rates above refer to the full screens.

SMILES | AHR act | pPAFAH FP inh | BCLXL inh | Fam108B counter | GLD-1 TGE inh | PAFAH1B2 FP inh | MEX-5 binding | PME-1 inh | MCL1-BIM inh
CC(=O)Oc1cc2c(C(=O)NCCN3CCOCC3)c(C)oc2c2ccccc12 | 33 | 0 | 11 | 10 | 10 | -4 | . | -4 | -2
COC(=O)c1ccccc1NC(=O)C(C)Oc1ccccc1 (stereo not given) | -1 | 0 | 1 | -2 | 6 | 1 | . | -2 | 2
COc1cc([N+](=O)[O-])cc(/C=N/NC(=O)CSc2nnc(-c3ccccc3)n2C)c1O | 1 | 2 | 0 | 1 | 4 | . | -1.0 | -1 | -6
CCCOC(=O)CC1C(=O)NCCN1Cc1ccc(F)cc1 (stereo not given) | 1 | 2 | -1 | 0 | 3 | 6 | 0.5 | 1 | 1
O=C(NCc1cccc(C(F)(F)F)c1)N1CCN(S(=O)(=O)c2ccccc2F)CC1 | 0 | 6 | 6 | -2 | 5 | 7 | 2.3 | 2 | -1
CCCc1n[nH]c2c1/C(=N/O)CC(c1ccccc1)C2 (stereo not given) | -1 | -4 | 4 | 11 | 0 | 1 | -0.1 | 3 | 9
CC(=O)N/C(=N\c1nc(C)cc(C)n1)Nc1ccc(Cl)cc1Cl | 8 | 20 | -2 | -2 | -1 | 3 | 0.9 | -2 | -1
Cc1csc(NC(=O)c2ccoc2C)n1 | 12 | 9 | 5 | -3 | 0 | 7 | -1.6 | -3 | 7
CSCCC(NC(=O)c1ccc(Cl)cc1)C(=O)OCC(=O)Nc1cc(Cl)ccc1C#N (stereo not given) | 56* | 2 | 3 | -4 | 0 | 10 | -4.1 | 11 | -1
CC(=O)c1ccc(OCc2cc(C(=O)N3CCC[C@H]3CO)no2)cc1 | 11 | 0 | 0 | 0 | -2 | 1 | 1.5 | -3 | -1
COc1ccc(N2CCN(C(=O)c3ccc4c(c3)[nH]c(=S)n3c5ccccc5nc43)CC2)cc1 | 16 | 3 | -2 | -5 | -2 | . | -4.6 | -1 | -7
CC(=O)Nc1ccc(NC(=O)CSc2nnc(-c3cc4ccccc4o3)n2C)cc1 | 2 | 0 | -4 | -2 | -1 | 1 | -0.7 | -1 | -9
O=C(O)c1ccc(NC(=O)c2ccccc2NC(=O)c2cccc(Br)c2)cc1 | -3 | 5 | 3 | -7 | 10 | 3 | 0.2 | -18 | 3
CC1CCN(C(C(=O)O)c2ccccc2)CC1 (stereo not given) | -3 | 0 | -4 | 2 | 2 | . | -3.9 | -2 | -8
O=C(c1ccc2c(c1)OCO2)C1CCCN(C(=O)C2CCOCC2)C1 (stereo not given) | -1 | 2 | 4 | -3 | 7 | 3 | -0.1 | 1 | -2
N#CC1c2ccccc2C=CN1C(=O)c1ccccc1 (stereo not given) | 2 | -5 | 1 | -4 | 6 | 0 | 0.3 | -3 | 3
Cn1cc(-c2nnnn2-c2cccc(C(F)(F)F)c2)c(C(F)(F)F)n1 | 0 | -3 | 7 | 0 | 3 | -3 | 2.0 | -11 | 5
CC(C)COc1ccc(C2NC(=O)NC2=O)cc1 (stereo not given) | 1 | 5 | 3 | -2 | -6 | 1 | -1.6 | 3 | 4
C[C@H](CO)N1C[C@H](C)[C@@H](CN(C)C(=O)Nc2ccccc2)Oc2c(NC(=O)c3ccncc3)cccc2C1=O | 0 | 2 | . | . | 1 | 6 | . | . | .
CCOc1ccc(S(=O)(=O)N2CCN(C(=O)CCC(=O)N3CCOCC3)CC2)cc1 | 0 | 6 | 2 | 3 | 8 | 3 | -2.9 | 8 | -1
O=C(Nn1cnnc1)C(Sc1ccccc1)c1ccccc1 (stereo not given) | 0 | 3 | -3 | 3 | 3 | 6 | -2.0 | 1 | -2
CN(C1CCS(=O)(=O)C1)S(=O)(=O)c1ccc(C2CCCCC2)cc1 (stereo not given) | 0 | 3 | 6 | 2 | 4 | 4 | 3.8 | 1 | 0
CN(C)/C=C/C(=O)c1ccc(F)cc1 | 2 | 0 | -1 | -1 | 4 | 6 | -0.1 | 1 | -3
COc1ccccc1C(=O)C1CCCN(C(=O)CCC(=O)c2ccccc2)C1 (stereo not given) | 2 | 3 | 0 | 2 | 2 | 2 | 0.6 | 10 | -7
Cc1nc(C)c(-c2csc(Nc3ncccc3C)n2)s1 | 6 | 10 | -4 | 2 | -3 | 4 | 1.2 | 7 | -11
CCc1ccc(-c2nc(SCC(=O)NC3CCS(=O)(=O)C3)n[nH]2)cc1 (stereo not given) | 6 | 2 | 0 | 0 | -1 | 0 | 3.3 | -35 | -9
CC(Oc1ccc(-c2nccc(-c3ccccn3)n2)cc1)C(=O)NN (stereo not given) | 20 | -4 | 2 | -3 | 7 | 4 | 4.2 | -4 | 5
CCOc1ccc(N(CC(=O)NCc2ccccc2OC)S(C)(=O)=O)cc1 | 7 | -1 | 7 | 1 | 7 | -2 | -0.8 | -1 | 5
CN(c1ccccc1)S(=O)(=O)c1ccc(C(=O)NNC(=O)c2ccccc2F)cc1 | 0 | 4 | 4 | . | 3 | 3 | . | -1 | 7
CS(=O)(=O)N(CC(=O)NCCSc1ccccc1)c1ccc2c(c1)OCO2 | -1 | 5 | 0 | 0 | 1 | 4 | -1.4 | 1 | 1
O=C(NC12CC3CC(CC(C3)C1)C2)N(Cc1ccccc1)Cc1ccncc1 | 0 | 4 | 6 | 5 | 3 | 5 | -3.5 | -6 | 4
CCOC(=O)/C(C#N)=C/c1cn(CCC(=O)O)nc1-c1ccc(Cl)cc1 | 2 | -2 | 6 | -3 | 3 | 4 | 1.1 | -1 | 6
Cc1ccc(NC(=O)CN(C)S(=O)(=O)c2ccc(Cl)s2)c(O)c1 | 19 | -1 | 3 | . | -2 | 5 | . | 1 | 0
O=C(NCCc1ccc(F)cc1)Nc1ccc2c(c1)OCO2 | 41 | 3 | 2 | 2 | 13 | 6 | -0.2 | 5 | 15
COc1ccc(CNC(=O)COc2cc(O)c3c(c2)OC(C)(C)CC3=O)cc1 | -1 | 1 | 2 | 2 | 2 | 4 | -1.1 | -4 | 5
CN1C(=O)C(C)(C)c2cc(S(=O)(=O)N3CCC(C(=O)NCc4ccc(F)cc4)CC3)ccc21 | 1 | 0 | 3 | -6 | -7 | 0 | -1.3 | -5 | -2
Cc1cc2c(cc1C)CSC(c1ccc3ccccc3c1O)SC2 | 21 | 5 | 6 | -4 | 7 | 1 | -0.6 | 5 | 4
CCOC(=O)C1CCN(S(=O)(=O)c2ccc(OC)c(Cl)c2)CC1 | 8 | 1 | 2 | 5 | 12 | 2 | 0.2 | -1 | 1
Cc1ccc(S(=O)(=O)Oc2ccccc2/C=N/NC(=O)c2c(Cl)cnn2C)cc1 | 5 | 5 | 0 | -1 | 0 | 2 | . | -1 | 0
O=C(CN1C(=O)C2CC=CCC2C1=O)Nc1nccs1 (stereo not given) | 2 | 1 | 7 | 2 | 5 | 4 | 3.6 | 5 | 4
Cc1cc(=O)n2nc(N3CCCC3C(=O)NCc3ccccn3)sc2n1 (stereo not given) | -1 | 2 | 6 | 2 | -2 | 7 | 4.2 | -3 | 4
O=C(Nc1ccc(N2CCOCC2)cc1)c1cc2ccccc2o1 | 0 | 10 | 3 | 1 | -1 | 1 | 0.5 | -6 | 0
O=C(COC(=O)c1nc(-c2ccccc2)n(-c2cccc(C(F)(F)F)c2)n1)NCc1cccs1 | 9 | 8 | 5 | -3 | 9 | 9 | 2.3 | 5 | 8
C#CCOCCOCCOCCNc1nc(N2CCN(C(=O)Cn3cc(CCCN=C(N)N)nn3)CC2)nc(N2CCN(C(=O)[C@H]([C@@H](C)O)n3cc(CCCCN)nn3)CC2)n1 | 1 | 2 | -1 | 2 | 7 | 3 | . | -5 | -2
COC(=O)c1c(SCC(=O)Nc2ccc(C)cc2)nc(=O)[nH]c1C | 7 | 4 | 1 | 3 | 6 | -1 | 0.3 | 3 | 4

The final 3 records of the part before are carried over, then new ones follow:
SMILES | AHR act | pPAFAH FP inh | BCLXL inh | Fam108B counter | GLD-1 TGE inh | PAFAH1B2 FP inh | MEX-5 binding | PME-1 inh | MCL1-BIM inh
O=C(COC(=O)c1nc(-c2ccccc2)n(-c2cccc(C(F)(F)F)c2)n1)NCc1cccs1 | 9 | 8 | 5 | -3 | 9 | 9 | 2.3 | 5 | 8
C#CCOCCOCCOCCNc1nc(N2CCN(C(=O)Cn3cc(CCCN=C(N)N)nn3)CC2)nc(N2CCN(C(=O)[C@H]([C@@H](C)O)n3cc(CCCCN)nn3)CC2)n1 | 1 | 2 | -1 | 2 | 7 | 3 | . | -5 | -2
COC(=O)c1c(SCC(=O)Nc2ccc(C)cc2)nc(=O)[nH]c1C | 7 | 4 | 1 | 3 | 6 | -1 | 0.3 | 3 | 4
COc1c(C)cc(C(=O)C2CCCN(C(=O)c3cc(C)on3)C2)cc1C (stereo not given) | 2 | 3 | 5 | 0 | -5 | 2 | -0.9 | -1 | -2
COC(=O)c1ccc(N2C(=O)CC(NCc3ccccc3)C2=O)cc1 (stereo not given) | 0 | 1 | -5 | 1 | 5 | 4 | 2.6 | 5 | 1
O=C(CSc1ccc(Br)cc1)N1CCOCC1 | 1 | 2 | 0 | -1 | 5 | 13 | 0.6 | -3 | -1
Cc1cc(=O)[nH]c(N2CCOCC2)n1 | 0 | 1 | 4 | 2 | -6 | . | -2.5 | -2 | 2
COc1ccc(N2CCN(C(=S)Nc3ccccc3OC)CC2)cc1 | 0 | -1 | 6 | -4 | -5 | 4 | 1.8 | -2 | 4
COC(=O)Nc1c(C)nn(Cc2ccccc2C)c1C | -1 | 5 | 5 | 1 | 4 | 0 | 2.3 | -3 | 5
CCn1c(NCc2ccccc2Cl)nc2ccccc21 | 1 | -2 | 4 | 1 | 4 | 6 | 0.7 | 4 | 8
COc1ccc(S(=O)(=O)N2Cc3ccccc3CC2C(=O)O)cc1OC (stereo not given) | -2 | -1 | -2 | 0 | -1 | 4 | 2.4 | -5 | -6
O=c1[nH]c(/C=C/c2ccccn2)nc2ccccc12 | 15 | -6 | 2 | 0 | -1 | 6 | -0.3 | 2 | 2
O=C(c1ccc(Br)c(S(=O)(=O)N2CCCCC2)c1)N1CCCCC1 | -1 | 2 | 0 | 0 | -3 | 5 | 1.6 | 7 | 4
Cn1c(=O)c(=O)n(C)c2cc(S(=O)(=O)CCC(=O)Nc3ccc(C(F)(F)F)cc3)ccc21 | 2 | 3 | 6 | 3 | -3 | 3 | 1.3 | -2 | 1
CN(Cc1nc2ccccc2c(=O)[nH]1)C(=O)c1cccc(S(=O)(=O)N2CCc3ccccc32)c1 | 21 | 2 | . | . | -2 | 2 | . | . | .
CCNC(=S)Nc1ccc(Cc2nc3ccccc3[nH]2)cc1 | 2 | 7 | 0 | -3 | 5 | -3 | 1.5 | -2 | 5
C=CCC1NS(=O)(=O)OC(CCCC)C1O (stereo not given) | 0 | 5 | 4 | -1 | 0 | -1 | -0.3 | -1 | 7
CCC(=O)Oc1ccc(/C(CC)=C(\CC)c2ccc(OC(=O)CC)cc2)cc1 | -4 | 7 | -2 | -2 | -3 | -1 | -0.2 | 1 | -3
Cc1[nH]n(-c2cccc3ccccc23)c(=O)c1/C=N/NC(=O)c1cccc([N+](=O)[O-])c1 | 13 | 16 | 8 | 12 | -3 | -1 | -2.4 | 3 | 12
CCc1nnc2sc(-c3cc(-c4ccccc4)nc4ccccc34)nn12 | 12 | 2 | 1 | 0 | 5 | 1 | -2.8 | -8 | 6
C/C(=N/NC(=O)c1ccccn1)c1ccc(O)cc1 | 4 | -4 | 0 | -2 | -7 | 6 | -2.7 | 0 | -10

Bioassay records: PubChem, several laboratories
